esBAF inh = SWI/SNF esBAF complex inhibition; mouse ES cells, Bmi1-luciferase knock-in reporter, 24 h; 100% = twice the neutral-well signal; reporter increase, % at 12.5 µM; actives 2% (n = 350,000); AID 602393; in the data active = activation above about 40%;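 note: 0% = median of the plate's neutral control wells and 100% = double that signal; a rise in the Bmi1 reporter signal indicates esBAF inhibition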
miR122 inh = inhibitors of miR-122 in Huh7 cells. Huh7 miR-122 Renilla luciferase sensor, 48 h; neutral wells = 0, positive control = 100. activation (reporter increase), % at 12.5 µM. actives 0.3% (n = 340,000);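 active = mean replicate activation score at least 90 and every replicate individually at or above 90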;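 note: higher luciferase means less miR-122 activity so hits act as miR-122 inhibitors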
ERp5 block = blocks human ERp5 reductase activity on insulin. actives 0.05% (n = 350,000). Q15084. ERp5 insulin aggregation, absorbance 650 nm, 90 min. AID 651711. inhibition, % at 9.99 µM;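 active = mean replicate inhibition above about 25%, with every replicate also reaching it, limit read from the data, passing the limit was not always enough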
Target sequence (Q15084 whole entry, looked up): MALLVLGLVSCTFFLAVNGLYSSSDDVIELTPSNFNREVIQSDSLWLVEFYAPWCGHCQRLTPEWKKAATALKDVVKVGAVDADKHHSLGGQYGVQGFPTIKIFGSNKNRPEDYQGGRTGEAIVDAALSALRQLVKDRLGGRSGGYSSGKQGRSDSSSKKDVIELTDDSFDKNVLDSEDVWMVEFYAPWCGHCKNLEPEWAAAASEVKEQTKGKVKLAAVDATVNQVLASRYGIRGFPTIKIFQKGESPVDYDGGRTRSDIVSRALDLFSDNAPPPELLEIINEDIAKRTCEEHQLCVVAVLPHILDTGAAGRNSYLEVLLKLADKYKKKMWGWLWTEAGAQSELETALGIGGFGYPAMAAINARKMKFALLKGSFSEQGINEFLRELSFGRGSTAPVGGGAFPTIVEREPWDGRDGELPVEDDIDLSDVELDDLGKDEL
C2C12 statin = suppression of simvastatin myotoxicity; AID 602340; rescue of ATP level, % at 7.49 µM; C2C12 myotubes + simvastatin, ATP luminescence, 48 h; scaled: DMSO 0, geranylgeraniol control 100; actives 0.78% (n = 330,000);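 active = mean ATP rescue above about 67%, or every replicate alone reaching that limit, limit read from the data, passing the limit was not always enough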;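 note: myotubes were challenged with 10 µM simvastatin during compound exposure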
SIRT5 block = sirtuin-5 (human) deacylase inhibition. Q9NXA8. Purified SirT5, succinyl-peptide AMC, trypsin-coupled fluorescence. inhibition, % at 15 µM. actives 1.1% (n = 330,000); in the data active = inhibition above about 15%
Target sequence (Q9NXA8 whole entry, looked up): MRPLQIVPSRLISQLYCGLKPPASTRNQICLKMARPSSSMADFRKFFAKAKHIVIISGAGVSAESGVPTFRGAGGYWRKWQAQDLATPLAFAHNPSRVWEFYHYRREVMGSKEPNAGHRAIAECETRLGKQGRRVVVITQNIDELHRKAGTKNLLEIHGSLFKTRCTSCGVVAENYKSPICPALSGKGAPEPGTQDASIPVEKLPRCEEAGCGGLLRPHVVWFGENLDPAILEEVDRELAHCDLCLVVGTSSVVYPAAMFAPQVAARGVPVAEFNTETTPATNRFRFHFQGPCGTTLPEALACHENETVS
Cneo AK release = Cryptococcus neoformans lysis via adenylate kinase release; C. neoformans lysis, adenylate kinase release luminescence, 4 h; normalised: neutral wells 0, clomiphene wells 100; lysis activity, % at 15 µM; actives 0.2% (n = 360,000); AID 651654;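 active = mean lysis activity across replicates of at least 80%, whatever share of replicates individually reach that level; inactive = mean lysis activity below 80%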
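Assay system: Cryptococcus neoformans yeast cells / Dosing: single-point compound dose / Timing: 4 h at 37 °C static, read 1 h later / Measured by: luminescence of released adenylate kinase using an AK detection reagent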
ARNT-TACC3 inh = disruptors of human ARNT/TACC3 interaction; Q9Y6A5; AlphaScreen His-ARNT PAS-B/GST-TACC3 binding, luminescence; TACC3 fragment carries E629A point mutation; inhibition, % at 9.99 µM; actives 0.66% (n = 390,000);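 active = mean inhibition of replicates at least 50% and at least half of replicates each reaching 50%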;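 note: 0% = complete ARNT plus TACC3 wells and 100% = ARNT alone without TACC3; many hits fall short of the cut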
The depositor's hits bear a star; nt = no result given; & = joins results of further samples; [ ] = remark or other dose.

SMILES	esBAF inh	miR122 inh	ERp5 block	C2C12 statin	SIRT5 block	Cneo AK release	ARNT-TACC3 inh
CC=Cc1ccc2n(c1=O)C[C@@H]1[C@@H](CO)[C@H](C(=O)N[C@@H](C)c3ccccc3)N(C)[C@H]21 (mixture of isomers)	-7	-1[16.7 µM]	1	1	-1	2	0
COc1ccc(-c2nc3nc(C)cc(C)n3n2)cc1	24	24	nt	-1	nt	-6	-7
O=C1OCCN1CC(=O)N1CCc2c([nH]c3ccccc23)C1c1ccccn1 (stereo unspecified)	2	0	7	12	3	0	nt
O=C1C(c2ccccc2)NC(=S)N1C1CCCCC1 (stereo unspecified)	2	5	-2	3	-10	0	3
COc1ccccc1-c1ccc(SCC(=O)NC2CCCC2)nn1	nt	nt	-4	nt	2	-4	0
CCS(=O)(=O)N1CCCC(C(=O)NCc2cccc(OC)c2)C1 (stereo unspecified)	-7	-4	nt	-1	nt	2	0
COCCN(C(=S)Nc1ccc(OC)cc1)C1CCN(C(C)C)CC1	nt	-8	nt	nt	nt	0	6
O=C(Nc1sc2c(c1-c1nc3ccccc3[nH]1)CCCC2)C1CC1	8	4	nt	-46	nt	-3	-2
CC1(C(=O)O)CCC(C(=O)NNC(=O)c2ccccc2Cl)C1(C)C (stereo unspecified)	nt	-3	0	nt	1	0	nt
Cc1ccc(S(=O)(=O)N2CCOCC2)cc1C(=O)OCC(=O)NC1CC1	-6	nt	5	2	-10	2	3
Cc1cccc2c1-c1sc(C(=O)NCCCN3CCc4ccccc4C3)cc1CO2	nt	nt	-3	nt	-7	2	6
Cc1ccc(-n2c(-c3ccccc3)cc(=O)nc2C)cc1	-1	0	nt	-2	nt	1	-8
Cc1ccc(C)c(OCCC(=O)OCC(=O)c2ccc3c(c2)NC(=O)CO3)c1	-4	4	0	-14	-1	0	-1
Cc1ccccc1N(C(=O)c1ccco1)C(C(=O)NC1CCCC1)c1cccnc1 (stereo unspecified)	-4	nt	1	7	2	6	5
C[C@@H]1CN([C@@H](C)CO)C(=O)c2cc(NS(=O)(=O)c3cn(C)cn3)ccc2O[C@@H](C)CCCCO[C@@H]1CN(C)C(=O)CCC(F)(F)F	-3	7[16.7 µM]	0	nt	3	-2	-5
C[C@H](CO)N1C[C@H](C)[C@@H](CN(C)S(=O)(=O)c2cn(C)cn2)Oc2c(NS(=O)(=O)c3cccs3)cccc2C1=O	0&-8	-1[16.7 µM]	8&-1	-20&-3	4&-7	0&0	-15&2
O=C(CN(c1cc(Cl)ccc1Cl)S(=O)(=O)c1ccccc1)N1CCOCC1	4	37	0	-3	-2	-2	-9
c1csc(CNc2ncnc3nc[nH]c23)c1	7	-2	4	-3	-1	-1	-5
CC(C)(C)N(NC(=O)c1ccccc1)C(=O)c1ccc(C(=O)N(NC(=O)c2ccccc2)C(C)(C)C)cc1	nt	2	nt	nt	nt	-3	-3
C[C@@H]1CCCCO[C@@H](CN(C)Cc2ccc(C(=O)O)cc2)[C@@H](C)CN([C@H](C)CO)C(=O)c2cc(NS(C)(=O)=O)ccc2O1	-1	-5[16.7 µM]	-1&-1	nt	7&-8	-1	-36
Fc1ccc(-c2ccnc3nc(N4CCOCC4)nn23)cc1	-6	-8	nt	6	nt	3	-3
CCO[C@@H]1OC(C(=O)N2CCN(Cc3ccc4c(c3)OCO4)CC2)=C[C@H](C2CC2)[C@H]1CCCO	-2	-9	2	-8	8	2	-3
CCOc1ccccc1N1CC(C(=O)N(Cc2nnc(-c3ccccc3Cl)o2)C2CC2)CC1=O (stereo unspecified)	nt	nt	-4	0	-2	-2	-1
CC(C)c1nc(C(=O)N2CCc3c([nH]c4ccccc34)C2c2ccccn2)cs1 (stereo unspecified)	nt	13	5	nt	0	nt	nt
Brc1ccc2[nH]c3nc(SCCN4CCOCC4)nnc3c2c1	-10	-1	-6	-20	-1	5	-9&-2
COc1ccc(OC)c(NC(=O)CSc2nnc(Cc3cccn3C)n2-c2ccc(F)cc2)c1	5	nt	2	1	nt	-4	9
CCNC(=O)C1(C)CCN(C(=O)c2ccc(F)cc2Cl)C1 (stereo unspecified)	-10	48	5	0	nt	0	nt
COc1ccc(-c2oc3ncn(CCN4CCOCC4)c(=N)c3c2-c2ccc(OC)cc2)cc1	1	-42	nt	-231	nt	0	nt
CN(C)CCCNC(=O)C[C@H]1C=C[C@@H](NS(=O)(=O)c2ccccc2)[C@@H](CO)O1	8	-7[16.7 µM]	1	-10	0	36	-5
O=C(NCCN1CCOCC1)c1cccc(S(=O)(=O)Nc2ccc(F)cc2)c1	1	nt	6	-2	-4	0	nt
COc1ccc(/C(O)=C2\C(=O)C(=O)N(CC3CCCO3)C2c2cc(OC)ccc2OC)cc1 (stereo unspecified)	-9	2	2	-27	2	-1	-2
COc1cc(Cl)c(C)cc1NC(=O)CSc1ccccc1	nt	nt	-1	nt	-7	nt	0
CCN(CC)CCOC(=O)c1ccc(NC(=O)c2ccc(Cl)c(S(=O)(=O)N3CCCCCC3)c2)cc1	nt	nt	-8	nt	3	nt	-6
Oc1ccc(/C=N/Nc2cccc3cccnc23)c(O)c1	79*	0	6	48	-7	-2	18
CCC(C)(C)n1nnnc1CN1CCN(C(c2ccccc2)c2ccccc2)CC1	-12	-7	nt	nt	nt	-1	1
C[C@H]1CCCCO[C@H](CN(C)C(=O)CCCN(C)C)[C@@H](C)CN([C@@H](C)CO)C(=O)c2cc(NS(C)(=O)=O)ccc2O1	-1	2[16.7 µM]	0	10	-2	0	-5

A stretch from the list above, for reference:
SMILES	esBAF inh	miR122 inh	ERp5 block	C2C12 statin	SIRT5 block	Cneo AK release	ARNT-TACC3 inh
CCNC(=O)C1(C)CCN(C(=O)c2ccc(F)cc2Cl)C1 (stereo unspecified)	-10	48	5	0	nt	0	nt
COc1ccc(-c2oc3ncn(CCN4CCOCC4)c(=N)c3c2-c2ccc(OC)cc2)cc1	1	-42	nt	-231	nt	0	nt
CN(C)CCCNC(=O)C[C@H]1C=C[C@@H](NS(=O)(=O)c2ccccc2)[C@@H](CO)O1	8	-7[16.7 µM]	1	-10	0	36	-5
O=C(NCCN1CCOCC1)c1cccc(S(=O)(=O)Nc2ccc(F)cc2)c1	1	nt	6	-2	-4	0	nt
COc1ccc(/C(O)=C2\C(=O)C(=O)N(CC3CCCO3)C2c2cc(OC)ccc2OC)cc1 (stereo unspecified)	-9	2	2	-27	2	-1	-2
COc1cc(Cl)c(C)cc1NC(=O)CSc1ccccc1	nt	nt	-1	nt	-7	nt	0
CCN(CC)CCOC(=O)c1ccc(NC(=O)c2ccc(Cl)c(S(=O)(=O)N3CCCCCC3)c2)cc1	nt	nt	-8	nt	3	nt	-6
Oc1ccc(/C=N/Nc2cccc3cccnc23)c(O)c1	79*	0	6	48	-7	-2	18
CCC(C)(C)n1nnnc1CN1CCN(C(c2ccccc2)c2ccccc2)CC1	-12	-7	nt	nt	nt	-1	1
C[C@H]1CCCCO[C@H](CN(C)C(=O)CCCN(C)C)[C@@H](C)CN([C@@H](C)CO)C(=O)c2cc(NS(C)(=O)=O)ccc2O1	-1	2[16.7 µM]	0	10	-2	0	-5

Later entries
SMILES	esBAF inh	miR122 inh	ERp5 block	C2C12 statin	SIRT5 block	Cneo AK release	ARNT-TACC3 inh
COCCCn1c(SCC(=O)Nc2ccc(C(=O)OC)cc2)nc2ccccc2c1=O	3	-16	nt	1	nt	0	-13
Cc1onc(NC(=O)c2ccc([N+](=O)[O-])o2)c1Br	nt	-3	-2	nt	1	1	-1
O=C(C[C@H]1CC[C@@H]2[C@H](COC[C@H](O)CN2Cc2ccncc2)O1)NCc1ccccc1Cl	0	-7[16.7 µM]	2	-10	-2	3	-3
COc1ccc(NS(=O)(=O)c2ccc(NS(=O)(=O)c3cccs3)cc2)c(OC)c1	-10	nt	2	7	-1	3	nt
Cc1cc(=O)n2nc(N3CCCC(C(=O)N4CCN(c5ccccc5)CC4)C3)sc2n1 (stereo unspecified)	-9	3	nt	1	nt	11	-6
COc1ccccc1C(=O)NNC(=O)C12CC3CC(CC(C3)C1)C2	1	3	1	65	-4	1	6
COc1c(Cl)cnn(-c2cccc(C)c2)c1=O	-1	4	-14	0	4	1	-5
COc1ccc(C2CC(c3c(-c4ccccc4)c4cc(Cl)ccc4[nH]c3=O)=NN2C(=O)CCC(=O)O)cc1 (stereo unspecified)	nt	nt	1	nt	0	nt	0
CCn1cc(/C=C(\NC(=O)c2ccc(OC)cc2)C(=O)NCCCn2ccnc2)c2ccccc21	-5	-1	0	-3	nt	-1	nt
Cn1cc([N+](=O)[O-])c(C(=O)N/N=C/c2ccc3c(c2)OCO3)n1	nt	nt	-4	nt	5	nt	7
Cc1ccc(OCCn2c(NC(=O)c3ccco3)nc3ccccc32)cc1	-12	4	nt	4	nt	nt	3
CCN(CC)CCN(C(=O)/C=C/c1cccs1)c1nc2ccc(OC)cc2s1	-1	-8	-1	-11	-4	2	2
O=S(=O)(c1cccc(Cn2nnc(-c3ccccc3)n2)c1)N1CCOCC1	-22	nt	6	-8	2	-3	-9
C=CC[C@]1(C(=O)NCC(O)CO)N=C(c2ccc(OCCCO)cc2)O[C@H]1c1ccccc1 (stereo partly specified)	nt	nt	6	nt	-2	-3	-1
COc1ccc(C)cc1NC(=O)CCCN1C(=O)NC(C)(C)C1=O	-6	nt	-1	0	-21	2	nt
CC(C)C(=O)Nc1cccc(-c2csc(-c3ccccc3)n2)c1	28	-4	2	0	-5	0	-2
CC1CCCC(C)N1CC(O)COc1c(F)cc(Br)cc1F (stereo unspecified)	nt	nt	-7	nt	-2	nt	-8
Cc1cccc(N=c2c([N+](=O)[O-])nn(-c3ccc(Cl)cc3)n2O)c1	nt	0	5	nt	-5	4	-1
CC1(C)OCC(C2CC(c3ccccc3)NS(=O)(=O)O2)O1 (stereo unspecified)	-2	-2	2	5	0	0	-3
CC(=O)N(C)C[C@@H]1Oc2cc(-c3ccccc3C)ccc2S(=O)(=O)N([C@H](C)CO)C[C@@H]1C	-1	-11[16.7 µM]	-4	8	-3	3	-2
Cn1c(SCC(=O)NCC2CCCO2)nnc1-c1c[nH]c2ccccc12 (stereo unspecified)	-13	0	-3	0	-2	-4	-2
COc1ccc(CNC(=O)C[C@H]2CC[C@@H](NC(=O)c3ccc4c(c3)OCO4)[C@@H](CO)O2)cc1	0	nt	0	6	-3	-4	-8
CCCCCCN1C[C@H](O)[C@@H](n2cc(-c3ccc(F)cc3)nn2)C[C@@H]1c1ccc(C)cc1	-5	7	-4	11	-4	2	nt
O=C(Cn1cnc2c(NCc3ccccc3)ncnc21)NCc1ccccc1	-16	35	-3	-40	3	13	-1
CCCCOc1ccc(N(CC(=O)NCc2ccco2)C(=O)CCC(=O)Nc2nccs2)cc1	2	1	5	10	-5	-1	-19
Nc1c(C(=O)O)cnc2c(-c3ccc(Cl)cc3)cnn12	47*	0	-6	-6	2	-3	24
CCCCn1nnnc1C(CCc1ccccc1)N1CCN(C/C=C/c2ccccc2)CC1 (stereo unspecified)	5	6	1	5	2	-3	nt
CC(=O)N1CCN(C(=O)CNC(=O)c2cccs2)CC1	1	nt	5	5	-23	1	nt
Cc1ccnc(N2CCN(C(=O)CSc3nc4ccccc4nc3N3CCCCC3)CC2)c1	-10	2	nt	17	nt	-4	0
CC(C)NC(=O)N(C)C[C@@H]1Oc2ccc(NC(=O)Nc3ccc4c(c3)OCO4)cc2C(=O)N([C@@H](C)CO)C[C@@H]1C	4	1[16.7 µM]	-7	-25	0	-4	-6
Fc1ccc(-c2nnc(CN3CCC(c4nc5ccccc5s4)CC3)o2)cc1	-9	-2	nt	-9	nt	13	-8
O=C(NCC1CC1)[C@H]1[C@H](CO)[C@H]2Cn3c(ccc(-c4ccc(F)cc4)c3=O)[C@@H]1N2	-1	1[16.7 µM]	2	0	-30	-2	0
O=C(CNC(=O)C(c1ccccc1)c1ccccc1)N/N=C\c1cccc(O)c1	nt	-3	-4	nt	-2	-1	-6
Cn1nnnc1SCC(=O)NC(=O)NCc1ccccc1	-5	-2	-5	nt	2	-2	nt
COc1ccc(NC(=O)Nc2ccc3c(c2)C(=O)N([C@@H](C)CO)C[C@@H](C)[C@H](CN(C)Cc2ccc(C(=O)O)cc2)OCCCC[C@@H](C)O3)cc1	-3	17[16.7 µM]	10	nt	-2	-1	7

Screening data from PubChem BioAssay.
